Screening data deposited in PubChem by National Center for Advancing Translational Sciences (NCATS).
GLS inhibitor – blocks human kidney-isoform glutaminase activity. O94925. GLS enzymatic activity, qHTS titration. Potency, µM (titrated, usually from 45.5 µM), for inactives: top-dose activity change, negative = inhibition, hits mostly inhibitors. 410,000 tested, 0.21% active. AID 624170; also: potency is read from the fitted curve at half-maximal effect; % is scaled to controls: 0 for no effect and ±100 for the full control effect
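Two-point fluorescence kinetic (t0, 30 min RT) for hKGA; glutamate detected via glutamate oxidase–HRP–Amplex Red. Substrate: 1 mM L-glutamine solution; buffer 45 mM KH2PO4, pH 8.2.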
G9a inh – inhibitors of human histone lysine methyltransferase G9a. 350,000 tested, 8.8% active. G9a H3K9 monomethylation, AlphaScreen, 2 h. Potency, µM (highest dose often 102 µM), for inactives: at the highest dose activity, negative = inhibition, most hits filed as inhibitors. Q96KQ7. AID 504332; also: potency is read from the fitted curve at half-maximal effect; % is scaled to controls: 0 for no effect and ±100 for the full control effect; nearly all actives have a fitted effect of over 75% in size
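Compounds were preincubated with 20 nM G9a for 15 min, after which biotinylated H3K9 peptide (500 nM) and SAM (20 uM) started a 2 h room-temperature reaction. Monomethylated product was quantified by antibody-based AlphaScreen chemiluminescence.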
Pol eta inh – DNA polymerase eta (human) inhibition; 390,000 tested, 1.2% active; recombinant Pol eta, fluorescent DNA replication assay; Potency, µM (doses to about 114 µM), for the others: top-dose activity change, negative = inhibition, actives largely listed as inhibitors; AID 588591; also: potency is read from the fitted curve at half-maximal effect; % is scaled to controls: 0 for no effect and ±100 for the full control effect
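Pol eta at 10 nM preincubated with compounds 15 min at room temperature; reaction started with fluorescent substrate (50 nM final) and read kinetically at 0 and 10 min.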
Tb PGK inh – inhibitors of T. brucei phosphoglycerate kinase. PGK/GAPDH coupled, Kinase-Glo luminescence, 60 min. 380,000 tested, 0.043% active. Potency, µM (doses to about 57.5 µM), without a hit: top-dose activity change, negative = inhibition, hits mostly inhibitors; also: potency is read from the fitted curve at half-maximal effect; % is scaled to controls: 0 for no effect and ±100 for the full control effect; nearly all actives have a fitted effect of over 60% in size
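Luminescent ATP detection (Kinase-Glo Plus) follows a 60-minute room-temperature incubation, with wells lacking PGK as controls. Buffer: 100 mM TEA (pH 7.6), 5 mM MgCl2, 0.01% Tween-20. Coupling enzyme GAPDH (100 nM final) supplies unstable 1,3-BPG in-well.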
PI4K2A inh – PI4K2A (human) kinase inhibition. activity change, negative = inhibition, % at 76.9 µM. AID 1346378. purified PI4K2A, ADP-Glo luminescence, 1 h; active compounds read low. 420,000 tested, 0.13% active. Q9BTU6; in the data active = activity change below about -50%; inconclusive = mostly about -30% to -49%;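 also: -100% = wells without enzyme as full effect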
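Compounds are screened against recombinant PI4K2A using PI as substrate and ATP, the latter dispensed at 300 microM. Reactions run one hour at ambient temperature before ADP-Glo detection; full inhibition defined by wells lacking enzyme.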
Pin1 inh – blocks the human prolyl isomerase Pin1. Potency, µM (highest dose often 115 µM), for inactives: at the top dose activity, negative = inhibition, actives largely listed as inhibitors. Pin1 FP peptide displacement, HiFluor488, 10 min. AID 504891. 390,000 tested, 0.009% active. Q13526; active = well fitted inhibition curve with a large enough effect in the polarisation, with a control signal flat, not every such curve was filed as active; inconclusive = small, poorly fitted or top-dose-only effect, or effect the other way, or a change in a side signal; inactive = no such curve, though single readings can be large or run the other way; the % refers to the polarisation; also: potency is read from the fitted curve at half-maximal effect; % is scaled to controls: 0 for no effect and ±100 for the full control effect
JMJD2A Tudor inh – JMJD2A Tudor domain (human) inhibition | AlphaScreen JMJD2A-Tudor / H3K4me3 peptide binding | Potency, µM (highest dose often 114 µM), inactives show at the top dose activity change, negative = inhibition, actives largely listed as inhibitors | 390,000 tested, 4.4% active; also: potency is read from the fitted curve at half-maximal effect; % is scaled to controls: 0 for no effect and ±100 for the full control effect; nearly all actives have a fitted effect of over 50% in size
Target sequence (O75164 whole entry, looked up, the tested form may be a part): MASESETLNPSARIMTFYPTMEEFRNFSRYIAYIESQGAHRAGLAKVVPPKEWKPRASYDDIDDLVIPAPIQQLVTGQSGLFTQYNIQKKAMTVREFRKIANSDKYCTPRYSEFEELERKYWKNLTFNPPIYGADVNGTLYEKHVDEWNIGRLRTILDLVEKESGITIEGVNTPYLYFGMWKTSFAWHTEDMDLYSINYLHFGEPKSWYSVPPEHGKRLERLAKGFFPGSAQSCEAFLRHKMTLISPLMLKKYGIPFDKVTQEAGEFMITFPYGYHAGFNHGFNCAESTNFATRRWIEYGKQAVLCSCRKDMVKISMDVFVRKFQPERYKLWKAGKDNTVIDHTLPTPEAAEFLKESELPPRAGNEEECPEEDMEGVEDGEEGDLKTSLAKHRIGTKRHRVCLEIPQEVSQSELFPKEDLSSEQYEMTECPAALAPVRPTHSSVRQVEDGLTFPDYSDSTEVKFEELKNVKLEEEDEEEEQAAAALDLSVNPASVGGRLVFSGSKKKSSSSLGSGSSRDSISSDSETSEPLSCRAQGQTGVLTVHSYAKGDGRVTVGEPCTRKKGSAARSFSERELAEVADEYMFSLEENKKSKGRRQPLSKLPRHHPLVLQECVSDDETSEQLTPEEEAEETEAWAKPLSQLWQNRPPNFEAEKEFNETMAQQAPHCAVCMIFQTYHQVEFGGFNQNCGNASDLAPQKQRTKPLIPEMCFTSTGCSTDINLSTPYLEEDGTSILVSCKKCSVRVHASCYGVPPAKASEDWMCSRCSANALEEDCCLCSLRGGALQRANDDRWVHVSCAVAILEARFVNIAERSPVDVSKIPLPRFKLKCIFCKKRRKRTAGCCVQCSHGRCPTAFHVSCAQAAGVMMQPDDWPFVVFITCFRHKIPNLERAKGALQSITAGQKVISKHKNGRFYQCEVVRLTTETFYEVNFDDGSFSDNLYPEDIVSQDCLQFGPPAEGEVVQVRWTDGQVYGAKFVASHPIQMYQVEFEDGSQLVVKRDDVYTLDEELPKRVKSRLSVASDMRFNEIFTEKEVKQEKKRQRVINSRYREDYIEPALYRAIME
HP1b binding inh – HP1-beta chromodomain-methylated histone interaction inhibition; P83916; AlphaScreen HP1-beta / biotin-H3K9me3 peptide binding; Potency, µM (top dose mostly 114 µM), for the others: at the highest dose activity change, negative = inhibition, usual class: inhibitors; 390,000 tested, 0.56% active; also: potency is read from the fitted curve at half-maximal effect; nearly all actives have a fitted effect of over 70% in size; inactives centre near 23
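HP1-beta protein (50 nM final) preincubated 30 min at room temperature with biotinylated H3(1-18)K9me3 peptide (50 nM) in PBS pH 7.4, 0.01% Tween-20, then compound added for 30 min. AlphaScreen streptavidin donor/nickel chelate acceptor beads (10 ug/mL final), 30 min dark, luminescence read.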
BAZ2B block – blocks human BAZ2B | Q9UIF8 | AlphaScreen BAZ2B-H3K14Ac peptide displacement | Potency, µM (doses to about 114 µM), without a hit: top-dose activity change, negative = inhibition, usual class: inhibitors | 360,000 tested, 4.4% active | AID 504333; also: potency is read from the fitted curve at half-maximal effect; % is scaled to controls: 0 for no effect and ±100 for the full control effect; nearly all actives have a fitted effect of over 60% in size
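Inhibition is scored as reduced AlphaScreen emission. The BAZ2B/b-H3(5-23)K14Ac complex (50 nM each) in PBS pH 7.4, 0.01% Tween-20 meets compound (up to 110 uM) for 30 min at RT before bead addition.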
An asterisk follows results filed as active; [ ] = remark or other dose. Unless noted, calls follow the shape of the dose curve; as a rule, active = well fitted curve in the direction sought with a large enough effect; inconclusive = small, poorly fitted or top-dose-only effect, or another doubt; inactive = no such curve, though single readings can be large; an effect the other way counts as inactive or inconclusive.

How did Cc1cc(NC(=O)C(C)C)ncc1NC(=O)Cc1ccccc1 do in these assays?
GLS inhibitor: -2%; G9a inh: 0%; Pol eta inh: -3%; Tb PGK inh: 0%; PI4K2A inh: 0; Pin1 inh: -4%; JMJD2A Tudor inh: -1%; HP1b binding inh: 37%; BAZ2B block: -7%

What do the screens show for `Cc1cc(C)n(C(=O)C(C)n2nc([N+](=O)[O-])c(Br)c2C)n1` (centres undefined)?
GLS inhibitor: -1%; G9a inh: 6%[59 µM]; Pol eta inh: -2%; Tb PGK inh: -7%; PI4K2A inh: 1; Pin1 inh: 0%; JMJD2A Tudor inh: -5%; HP1b binding inh: 41%; BAZ2B block: 5%

What do the screens show for `CCOc1ccc(NC(=O)N(C2CCCCCC2)C2CCN(C(C)=O)CC2)cc1`?
GLS inhibitor: 11%; G9a inh: 7%[12.7 µM]; Pol eta inh: 3%; Tb PGK inh: -8%; PI4K2A inh: 9; Pin1 inh: -7%; JMJD2A Tudor inh: -22%; HP1b binding inh: 8%; BAZ2B block: 12%

What do the screens show for `CCN(c1ccccc1)S(=O)(=O)c1cccc(C(=O)NCc2ccccn2)c1`?
GLS inhibitor: 3%; G9a inh: 4%; Pol eta inh: -22%; Tb PGK inh: -2%; PI4K2A inh: -1; Pin1 inh: -11%; JMJD2A Tudor inh: -24%; HP1b binding inh: 28%; BAZ2B block: -36%

Results for Cc1ccc(C)c(NC(=O)N2CCN(C(=O)c3nsc4ccccc34)CC2)c1 ?
GLS inhibitor: 0%; G9a inh: 2%[59 µM]; Pol eta inh: 9%; Tb PGK inh: 2%; PI4K2A inh: -5; Pin1 inh: -4%; JMJD2A Tudor inh: 2%; HP1b binding inh: 24%[57 µM]; BAZ2B block: 3%

How did COc1ccccc1-n1cnnc1SC1CCOC1=O (centres undefined) do in these assays?
GLS inhibitor: 0%; G9a inh: 1%; Pol eta inh: -21%; Tb PGK inh: 1%; PI4K2A inh: 2; Pin1 inh: -3%; JMJD2A Tudor inh: -9%; HP1b binding inh: 40%[activator]; BAZ2B block: -7%

What do the screens show for `CC(NC(=O)c1ccccc1F)c1ccccc1` (centres undefined)?
GLS inhibitor: -6%; G9a inh: 34%[activator][59 µM]; Pol eta inh: -7%; Tb PGK inh: -6%; PI4K2A inh: 13; Pin1 inh: -8%; JMJD2A Tudor inh: 14%; HP1b binding inh: 27%; BAZ2B block: -1%

Results for COC(=O)c1ccc(C(NC(=O)OCc2ccccc2)/C(F)=C/[C@@H](C)C(=O)NCc2ccc(-c3ccccc3)cc2)cc1 (some centres undefined) ?
GLS inhibitor: -5%; G9a inh: -21%; Pol eta inh: -2%; Tb PGK inh: -11%; PI4K2A inh: 1; Pin1 inh: 11%; JMJD2A Tudor inh: -24%; HP1b binding inh: 18%; BAZ2B block: -1%

How did CCOc1ccc(C(C(=O)NC2CCCCC2)N(CCOC)C(=O)c2snc(C(N)=O)c2N)cc1 (centres undefined) do in these assays?
GLS inhibitor: -5%; G9a inh: -2%; Pol eta inh: -5%; Tb PGK inh: -11%; PI4K2A inh: -3; Pin1 inh: -3%; JMJD2A Tudor inh: -11%; HP1b binding inh: 23%; BAZ2B block: -5%

How did COc1ccc(CNC(=O)/C=C/c2cc([N+](=O)[O-])ccc2OC(F)F)cc1 do in these assays?
GLS inhibitor: 7%; G9a inh: 7%[12.7 µM]; Pol eta inh: -7%; Tb PGK inh: 14%; PI4K2A inh: -6; Pin1 inh: -10%; JMJD2A Tudor inh: -10%; HP1b binding inh: 35%; BAZ2B block: 2%

Results for Cc1ccc(NC(=O)CSc2nnc(C)c(=O)[nH]2)cc1 ?
GLS inhibitor: -8%; G9a inh: 4%[59 µM]; Pol eta inh: -10%; Tb PGK inh: 7%; PI4K2A inh: -5; Pin1 inh: 2%; JMJD2A Tudor inh: -9%; HP1b binding inh: 56%[activator]; BAZ2B block: -23%

Results for Cc1c(C)c2ccc(O[C@@H]3O[C@H](CO)[C@@H](O)[C@H](O)[C@H]3O)c(C)c2oc1=O ?
GLS inhibitor: -12%; G9a inh: 20%[0.501 µM]; Pol eta inh: -19%; Tb PGK inh: inactive; PI4K2A inh: 3; Pin1 inh: -1%; JMJD2A Tudor inh: 0%; HP1b binding inh: 17%; BAZ2B block: -1%

What do the screens show for `CC(Oc1ccc2c3c(c(=O)oc2c1)CCCC3)C(=O)NCC1CCC(C(=O)O)CC1` (centres undefined)?
GLS inhibitor: -7%; G9a inh: -1%; Pol eta inh: -18%; Tb PGK inh: 7%; PI4K2A inh: 2; Pin1 inh: -2%; JMJD2A Tudor inh: -9%; HP1b binding inh: 41%[activator]; BAZ2B block: -2%

How did COc1ccccc1C/C(N)=N/OC(=O)c1ccc2c(c1)OCO2 do in these assays?
GLS inhibitor: 1%; G9a inh: -1%; Pol eta inh: -13%; Tb PGK inh: 9%; PI4K2A inh: -5; Pin1 inh: 0%; JMJD2A Tudor inh: -5%; HP1b binding inh: 41%[activator]; BAZ2B block: -30%

How did COc1c(C(O)CC(C)C)ccc2c1C(=O)OCc1cc(C)cc(O)c1O2 (centres undefined) do in these assays?
GLS inhibitor: 7%; G9a inh: inconclusive; Pol eta inh: inconclusive; Tb PGK inh: -6%; PI4K2A inh: 2; Pin1 inh: 0%; JMJD2A Tudor inh: -17%; HP1b binding inh: 12%; BAZ2B block: -21%

Results for Cc1cc(NC(=O)c2sc3ccccc3c2O)no1 ?
GLS inhibitor: 15%; Pol eta inh: -14%; Tb PGK inh: -5%; PI4K2A inh: -2; Pin1 inh: -16%; JMJD2A Tudor inh: -23%; HP1b binding inh: 22%; BAZ2B block: inconclusive

How did CC[C@H](C)[C@H]1CNC(=S)N1CC1CCN(CCC(C)C)CC1 do in these assays?
GLS inhibitor: 2%; Pol eta inh: -3%; Tb PGK inh: 1%; PI4K2A inh: 6

What do the screens show for `CCOC(=O)c1sc2nc(CC(=O)OC)nc(NCc3ccco3)c2c1C`?
GLS inhibitor: -3%; G9a inh: -5%[12.7 µM]; Pol eta inh: inconclusive; Tb PGK inh: 0%; PI4K2A inh: -9; Pin1 inh: inconclusive; JMJD2A Tudor inh: inconclusive; HP1b binding inh: -19%; BAZ2B block: inconclusive

How did CC(=O)N/N=C(\N)c1nonc1N do in these assays?
GLS inhibitor: 5%; Pol eta inh: -9%; Tb PGK inh: 2%; PI4K2A inh: 0; Pin1 inh: 7%; JMJD2A Tudor inh: inconclusive; HP1b binding inh: 28%; BAZ2B block: -5%

How did CCCCCCCCCC(=O)N1c2ccccc2NC(=O)C1CC(=O)Nc1ccc(C(=O)O)cc1 (centres undefined) do in these assays?
GLS inhibitor: -19%; G9a inh: -22%; Pol eta inh: -21%; Tb PGK inh: 3%; PI4K2A inh: -3; Pin1 inh: -12%; JMJD2A Tudor inh: -1%; HP1b binding inh: 21%; BAZ2B block: -29%

Results for CCC1CCCCN1CCCNC(=O)c1ccc(CS(=O)(=O)Cc2ccccc2F)o1 (centres undefined) ?
GLS inhibitor: 11%; G9a inh: -5%[12.7 µM]; Pol eta inh: 2%; Tb PGK inh: -4%; PI4K2A inh: -1; Pin1 inh: 0%; JMJD2A Tudor inh: -2%; HP1b binding inh: 28%; BAZ2B block: 10%

What do the screens show for `O=C(Nc1ccccc1)C(O)C(O)C(=O)Nc1ccccc1` (centres undefined)?
GLS inhibitor: 8%; G9a inh: 16%; Pol eta inh: -14%; Tb PGK inh: 3%; PI4K2A inh: 3; Pin1 inh: -6%; JMJD2A Tudor inh: -6%; HP1b binding inh: 13%; BAZ2B block: 5%

How did COc1ccc2[nH]c(=O)c(CN(CC3CCCO3)C(=O)Nc3ccccc3OC)cc2c1 (centres undefined) do in these assays?
GLS inhibitor: 15%; G9a inh: 4%[59 µM]; Pol eta inh: 2%; Tb PGK inh: 9%; PI4K2A inh: -6; Pin1 inh: 0%; JMJD2A Tudor inh: -12%; HP1b binding inh: 25%

What do the screens show for `Cc1cccc(NC(=S)N(CCN2CCOCC2)Cc2cc3cc4c(cc3[nH]c2=O)OCO4)c1`?
GLS inhibitor: -12%; G9a inh: -3%; Pol eta inh: -14%; Tb PGK inh: 1%; PI4K2A inh: 3; Pin1 inh: 4%; JMJD2A Tudor inh: -9%; HP1b binding inh: 38%; BAZ2B block: -10%

How did COCCC(=O)N1CCC(Oc2ccc(C(=O)N3C[C@@H](C)O[C@@H](C)C3)cc2)CC1 do in these assays?
GLS inhibitor: -11%; G9a inh: -2%; Pol eta inh: -10%; Tb PGK inh: inactive; PI4K2A inh: -7; Pin1 inh: -8%; JMJD2A Tudor inh: 10%; HP1b binding inh: 9%; BAZ2B block: -11%

Ordered by molar mass (low to high): part of the list above.
How did CC[C@H](C)[C@H]1CNC(=S)N1CC1CCN(CCC(C)C)CC1 do in these assays?
GLS inhibitor: 2%; Pol eta inh: -3%; Tb PGK inh: 1%; PI4K2A inh: 6

How did COCCC(=O)N1CCC(Oc2ccc(C(=O)N3C[C@@H](C)O[C@@H](C)C3)cc2)CC1 do in these assays?
GLS inhibitor: -11%; G9a inh: -2%; Pol eta inh: -10%; Tb PGK inh: inactive; PI4K2A inh: -7; Pin1 inh: -8%; JMJD2A Tudor inh: 10%; HP1b binding inh: 9%; BAZ2B block: -11%

How did CCCCCCCCCC(=O)N1c2ccccc2NC(=O)C1CC(=O)Nc1ccc(C(=O)O)cc1 (centres undefined) do in these assays?
GLS inhibitor: -19%; G9a inh: -22%; Pol eta inh: -21%; Tb PGK inh: 3%; PI4K2A inh: -3; Pin1 inh: -12%; JMJD2A Tudor inh: -1%; HP1b binding inh: 21%; BAZ2B block: -29%

A portion of the library, so the mix of outcomes need not match the whole.
